uPA generation: qHTS for Inhibitors of Cell Surface uPA Generation; Potency, µM (series often up to 38.3 µM), for the others: top-dose activity change, negative = inhibition, actives largely listed as inhibitors; cell surface uPA generation assay, qHTS; AID 540303, 2011; 0.31% of 330,000 active; active = well fitted inhibition curve with a large enough effect; inconclusive = small, poorly fitted or top-dose-only effect; inactive = no such curve, though single readings can be large or run the other way; tested in mouse RAW 264.7 cells; also: % is scaled to controls: 0 for no effect and ±100 for the full control effect; nearly all actives have a fitted effect of over 55% in size
FLuc modulator: qHTS profiling assay for firefly luciferase inhibitor/activator using purifed enzyme and Km concentrations of substrates (counterscreen for miR-21 project) | Potency, µM (highest dose often 57.5 µM), for inactives: at the top dose activity change, negative = inhibition, actives largely listed as inhibitors | Luciferin 4-monooxygenase (Photinus pyralis), P08659 | purified FLuc, Km substrates, luminescence inhibition | 6.9% of 360,000 active | AID 588342, 2011;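 also: plate controls were vehicle for no effect and reference inhibitor for full effect; nearly all actives have a fitted effect of over 55% in size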
Target sequence (P08659 whole entry, looked up): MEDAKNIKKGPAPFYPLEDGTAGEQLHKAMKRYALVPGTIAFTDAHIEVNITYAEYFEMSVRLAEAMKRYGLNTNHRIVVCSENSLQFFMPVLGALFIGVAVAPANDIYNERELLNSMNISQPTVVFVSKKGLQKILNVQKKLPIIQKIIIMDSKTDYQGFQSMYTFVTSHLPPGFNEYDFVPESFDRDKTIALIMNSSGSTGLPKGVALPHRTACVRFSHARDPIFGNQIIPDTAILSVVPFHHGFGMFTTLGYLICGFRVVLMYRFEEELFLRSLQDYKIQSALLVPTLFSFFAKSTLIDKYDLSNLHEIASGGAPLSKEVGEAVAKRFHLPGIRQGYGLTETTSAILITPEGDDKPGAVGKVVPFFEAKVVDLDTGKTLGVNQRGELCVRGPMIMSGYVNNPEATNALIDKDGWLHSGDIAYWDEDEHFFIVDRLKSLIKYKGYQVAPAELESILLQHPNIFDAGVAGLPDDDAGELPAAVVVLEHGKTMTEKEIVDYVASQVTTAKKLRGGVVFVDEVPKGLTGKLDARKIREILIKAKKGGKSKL
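Purified P. pyralis luciferase, 10 nM final, with Km-level 10 uM D-luciferin and 10 uM ATP in 50 mM Tris acetate pH 7.5, 10 mM Mg acetate, 0.01% Tween-20, 0.05% BSA; 6-point qHTS titration about 60 µM downward; luminescence read.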
RORgamma inh: qHTS for inhibitors of ROR gamma transcriptional activity. Nuclear receptor ROR-gamma (Mus musculus), P51450. Drosophila S2 Gal4-RORgamma UAS-luciferase reporter, 20 h. Potency, µM (top dose mostly 53.6 µM), inactives show at the highest dose activity change, negative = inhibition, most hits filed as inhibitors. 5.4% of 310,000 active. AID 2551, 2010; also: % is scaled to controls: 0 for no effect and ±100 for the full control effect; nearly all actives have a fitted effect of over 60% in size
Target sequence (P51450 whole entry, looked up, the tested form may be a part): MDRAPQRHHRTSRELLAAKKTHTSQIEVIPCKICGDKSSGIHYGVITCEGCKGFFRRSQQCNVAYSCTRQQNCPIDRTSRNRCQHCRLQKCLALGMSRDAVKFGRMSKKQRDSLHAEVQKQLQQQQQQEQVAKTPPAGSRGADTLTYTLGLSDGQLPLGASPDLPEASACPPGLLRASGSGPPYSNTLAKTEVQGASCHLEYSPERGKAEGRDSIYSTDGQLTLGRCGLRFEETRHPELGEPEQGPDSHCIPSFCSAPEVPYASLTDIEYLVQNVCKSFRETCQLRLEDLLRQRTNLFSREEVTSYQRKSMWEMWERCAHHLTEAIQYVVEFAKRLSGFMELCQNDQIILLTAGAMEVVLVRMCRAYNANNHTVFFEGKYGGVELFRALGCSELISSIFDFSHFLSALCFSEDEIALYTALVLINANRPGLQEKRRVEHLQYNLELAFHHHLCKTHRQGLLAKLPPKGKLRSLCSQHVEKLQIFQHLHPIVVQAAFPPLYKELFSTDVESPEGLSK
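Luciferase reporter read in Schneider cells carrying Gal4-RORγ (mouse) and UAS-Photinus luciferase; cells given compound 1 h before 700 uM copper sulfate induction, then incubated 20 h at ambient temperature.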
NPC1 prom act: qHTS Assay for NPC1 Promoter Activators; Huh7 NPC1 promoter luciferase reporter, 24 h; Potency, µM (doses to about 9.22 µM), for the others: at the top dose activation, usual class: activators; 2.4% of 320,000 active; AID 485313, 2010;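 also: % of control where 0% means no effect; nearly all actives have a fitted effect of over 60% in size; reporter is driven by a mutant NPC1 promoter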
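Stable NPC1-promoter luciferase Huh7 line; cpd (DMSO) 24 h, 37 °C, 5% CO2; Amplite luciferase reagent 10 min RT; luminescence readout. qHTS format.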
ELG1 genotoxic: qHTS screen for small molecules that induce genotoxicity in human embryonic kidney (HEK293T) cells expressing luciferase-tagged ELG1; Potency, µM (titrated, usually from 46 µM), inactives show top-dose activity change, positive = activation, most hits filed as activators; HEK293T ELG1-luciferase reporter, luminescence, 16 h; AID 504466, 2011; 1.3% of 330,000 active; also: % of control where 0% means no effect; nearly all actives have a fitted effect of over 60% in size
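Cells (2,000/well) expressing the ELG1-luciferase fusion are dosed by pin tool and kept 16 hr at 37 °C, 5% CO2. Signal comes from ONE-Glo luciferase reagent after 30 min at room temperature.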
VP16 counter: VP16 counterscreen qHTS for inhibitors of ROR gamma transcriptional activity | Drosophila S2 Gal4-VP16 UAS-luciferase, luminescence, 20 h | Potency, µM (series often up to 53.6 µM), for inactives: top-dose activity, negative = inhibition, actives largely listed as inhibitors | 3.5% of 310,000 active;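 also: Gal4-VP16 expression switched on by copper sulfate through the metallothionein promoter; % is scaled to controls: 0 for no effect and ±100 for the full control effect; nearly all actives have a fitted effect of over 50% in size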
p53 reactivation: qHTS assay for re-activators of p53 using a Luc reporter | H1299 p53-A138V BP100-luciferase reporter, luminescence, 24 h | Potency, µM (titrated, usually from 92.2 µM), for the others: at the top dose activity change, positive = activation, actives largely listed as activators | 0.063% of 320,000 active | AID 504706, 2011; also: % of control where 0% means no effect; nearly all actives have a fitted effect of over 45% in size
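H1299 (p53-null), stable ts p53-A138V + BP100-Luc; 1000 cells/well, Opti-MEM/10% FBS; cpd 4 pt, 1:5; 24 h, 37 deg C, 5% CO2; detection reagent 10 min RT; luminescence.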
MBNL1-CUG inh: qHTS Assay for Inhibitors of MBNL1-poly(CUG) RNA binding | Muscleblind-like protein 1 (Homo sapiens), Q9NR56 | TR-FRET MBNL1-His/biotin-(CUG)12 binding, 665/545 ratio | Potency, µM (doses to about 57.5 µM), for inactives: at the highest dose activity change, negative = inhibition, usual class: inhibitors | 0.036% of 280,000 active; active = well fitted inhibition curve with a large enough effect in the signal ratio, with a control signal flat, not every such curve was filed as active; inconclusive = small, poorly fitted or top-dose-only effect, or effect the other way, or a change in a side signal; inactive = no such curve, though single readings can be large or run the other way; the % refers to the signal ratio; also: % is scaled to controls: 0 for no effect and ±100 for the full control effect
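TR-FRET between His-tagged MBNL1 and biotin-(CUG)12 RNA, detected with Tb anti-His antibody (0.055 ng/ul) and streptavidin-XL665 (5 nM), 60 min at room temperature. Compounds titrated 92 nM to 58 uM; 665/545 nm ratio normalized to buffer and complex controls.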
Rab9 promoter act: qHTS Assay for Rab9 Promoter Activators; Huh7 Rab9 promoter-luciferase reporter, luminescence, 24 h; Potency, µM (highest dose often 9.22 µM), without a hit: at the top dose activation, negative = inhibition, most hits filed as activators; 2.8% of 320,000 active; also: % of control where 0% means no effect; nearly all actives have a fitted effect of over 60% in size
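Promoter activation is measured as luciferase luminescence in Huh7 cells stably transfected with a Rab9 promoter–luciferase construct, following 24 h compound exposure at 37 °C and 10 min reagent incubation at ambient temperature.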
BRCA1 expr up: qHTS Assay to Identify Small Molecule Activators of BRCA1 Expression; MCF7-BRCA1-FFLuc reporter, luminescence, 48 h; response scale: scaled: vehicle 0%, 10 µM genistein 100%; 1.1% of 380,000 active; Potency, µM (series often up to 46.1 µM), inactives show at the top dose activation, actives largely listed as activators; also: nearly all actives have a fitted effect of over 80% in size; some results filed as inactive show a strong effect at the top dose
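Cells: MCF7-BRCA1-FFLuc, 2000/well. Exposure: 48 h, 37 °C, 5% CO2. Read: luminescence, 15 min post-substrate. Controls: genistein 10 microM (maximal activation), DMSO (neutral).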
Numbers without * were called inactive; ? = inconclusive; · = no result given; [ ] = another dose, or the depositor's remark. Unless noted, calls follow the shape of the dose curve; as a rule, active = well fitted curve in the direction sought with a large enough effect; inconclusive = small, poorly fitted or top-dose-only effect, or another doubt; inactive = no such curve, though single readings can be large; an effect the other way counts as inactive or inconclusive. Potency is read from the fitted curve at half-maximal effect.

SMILES | uPA generation | FLuc modulator | RORgamma inh | NPC1 prom act | ELG1 genotoxic | VP16 counter | p53 reactivation | MBNL1-CUG inh | Rab9 promoter act | BRCA1 expr up
CC(C)N1CCC(=NNc2ccc([N+](=O)[O-])cc2S(=O)(=O)N2CCOCC2)CC1 | -10% | -13% | -34% | -3% | 3% | -14% | -2% | ? | -3% | 1%
O=C(Cc1ccc2c(c1)OCCO2)N1CCN(S(=O)(=O)c2cccs2)CC1 | -6% | -1% | 37% | -1% | -11% | 0% | -4% | -4% | 10% | 11%
Cn1c(=O)[nH]c(=O)c2c1nc(NCCCn1ccnc1)n2CCOc1ccccc1 | -1% | 2% | 1% | 15% | -1% | -8% | -1% | -1% | 8% | -17%
Cc1ccc(C(C)C)c(OCCCN2CCc3ccccc3C2)c1 | 8% | -1% | 10% | -4% | -8% | -17% | 11% | 5% | -2% | -26%
C[C@H](CO)N1C[C@H](C)[C@@H](CN(C)C(=O)Nc2ccc3c(c2)OCO3)Oc2c(NC(=O)Nc3ccccc3)cccc2C1=O | 0% | · | · | · | -5% | · | 5% | · | · | 0%
CCOc1cccc(-c2c(C(=O)N/N=C/c3cccs3)nnn2-c2nonc2N)c1 | 6% | -10% | 7.1µM* | 8% | 0% | 11µM* | -7% | 11% | 10% | 16%
CC1CCN(S(=O)(=O)c2cccc(C(=O)N(C)C3CCS(=O)(=O)C3)c2)CC1 (stereo unspecified) | -1% | 0% | -3% | -1% | -2% | -3% | 4% | 9% | -6% | -1%
COc1ccc(CN2C(CC(=O)Nc3cccnc3)c3ccc(C(F)(F)F)cc3S2(=O)=O)cc1 (stereo unspecified) | 17% | · | · | · | -1% | · | -1% | · | · | 11%
COc1ccc(NS(=O)(=O)c2ccc(OC)c(NC(=O)CCC3CCCC3)c2)cc1 | 5% | -3% | 35% | 5% | -2% | 2% | 1% | ? | 0% | -24%
Cc1cc(C)cc(NC(=O)CN2CCc3cc4c(cc3C2C)OCCCO4)c1 (stereo unspecified) | -8% | 4% | 13% | 1% | -6% | -14% | 1% | -4% | 5% | -20%
Cn1c(N)c(C(=O)COC(=O)CCCc2c[nH]c3ccccc23)c(=O)n(C)c1=O | 1% | 2% | 5% | -1% | -2% | 3% | 5% | -5% | 7% | -1%
CCCCCCN(CCCCCC)C(=O)Cc1c(-c2ccc(F)cc2)[nH]c2ccccc12 | 6% | 4% | 17% | -15%[46.1 µM] | -17% | -6% | -3% | · | -16%[46.1 µM] | -8%
CC(C)Cn1c(N)c(C(=O)CSc2nc3ccccc3c(=O)n2CCCN2CCOCC2)c(=O)n(C)c1=O | · | -3% | 16% | 1% | 7% | -5% | -1% | -1% | -4% | ·
COc1cc(CN2CCCC(CO)(Cc3ccccc3C)C2)cc2c1OCO2 (stereo unspecified) | -4% | -2% | ? | -5% | -7% | -26% | 8% | -11% | -12% | -37%
O=C(C1CCCN(S(=O)(=O)c2ccc(F)cc2)C1)N1CCCCC1 (stereo unspecified) | 3% | -1% | 13% | -21% | -4% | -10% | -3% | -3% | 0% | -1%
O=c1[nH]c2sc3c(c2c(=O)n1Cc1ccccc1)CCC3 | -3% | 2% | -15%[10 µM] | 8% | 1% | -1% | -5% | 0% | -4% | 0%
COc1ccc(NC(=O)c2cc(-c3ccccc3Cl)on2)cc1OC | -6% | 7.6µM* | 5% | 14% | 7% | -7% | · | 3% | 14% | 0%
CNS(=O)(=O)c1ccc(NCC2COc3ccccc3O2)c([N+](=O)[O-])c1 (stereo unspecified) | -7% | -12% | 23%[10 µM] | 4% | 3% | -2% | 12% | · | 9% | 22%
CC(NC(=S)NCCCN1CCOCC1)C1CC2CCC1C2 (stereo unspecified) | -1% | -2% | 5.6µM* | 0% | -6% | ? | 4% | -9% | -3% | -5%
CC(O)[C@H]1CNC(=O)C(=O)N1CCc1cccc(F)c1 (stereo partly specified) | 36%[activator] | 0% | 21% | 0% | 3% | -17% | 1% | 10% | 0% | -3%
O=S(=O)(CCc1ccccc1)N1CCOCC1 | -8% | 2% | -3% | -1% | -4% | -8% | 1% | -3% | -6% | 9%
Cc1cccc(CNc2ccc(C(CC(N)=O)NC(=O)c3cccc(Br)c3)cc2[N+](=O)[O-])c1 (stereo unspecified) | 20% | 2% | -8% | 0% | 0% | -1% | -3% | -1% | -2% | 10%
O=C(Nc1cccc(NC(=O)c2ccc(Br)o2)c1)c1ccccc1 | 0% | ? | 28% | 13% | -5% | -3% | 2% | -5% | -2% | 10%
Cc1occc1C(=O)Nc1ccccc1C(=O)O | -2% | 27µM* | -2%[10 µM] | 12% | ? | 2% | 16% | 4% | 16% | 60%
Cc1cc(C)c2c(n1)SCC(=O)N2CC(=O)Nc1cc(F)ccc1F | 7% | 3% | 22% | -1% | 5% | 5% | · | 4% | 0% | 2%
SMILES | uPA generation | FLuc modulator | RORgamma inh | NPC1 prom act | ELG1 genotoxic | VP16 counter | p53 reactivation | MBNL1-CUG inh | Rab9 promoter act | BRCA1 expr up
COc1ccccc1Oc1coc2c(CN3CCN(C)CC3)c(O)ccc2c1=O | 3% | 2% | 11% | -4% | 0% | 4% | 2% | -1% | -4% | -16%
CCOC(=O)c1c(NC(=O)CSc2nnnn2-c2ccccc2)sc2c1CCC(C)C2 (stereo unspecified) | -1% | -17% | 16% | -5% | 1% | -1% | -2% | -2% | -2% | -27%
N/C(=N\OC(=O)c1ccccc1F)c1cccc([N+](=O)[O-])c1 | 9% | 3.4µM* | 1% | 2.8µM* | ? | -8% | · | ? | 2.8µM* | ?
CCOC(=O)C1=CN(Cc2cccc(Br)c2)S(=O)(=O)N(C)C1C (stereo unspecified) | 5% | · | · | · | -1% | · | 32% | · | · | -18%
Fc1cnc(Cl)nc1N1CCN(c2ccccc2)CC1 | -1% | -4% | -2% | 9% | -1% | -7% | -2% | 2% | -2% | -52%
COC(=O)c1ccc(NC(=O)CCS(=O)(=O)c2ccc3c(c2)NC(=O)C(C)S3)cc1 (stereo unspecified) | 11% | -2% | -39% | -2% | -8% | 7.1µM* | -6% | -3% | -6% | -4%
CCOc1ccccc1-c1nnc(CS(=O)(=O)c2ccccc2)o1 | -1% | -1% | 1% | ? | 0% | 2% | 6% | 1% | 7% | 9%
C[N+]1(CC#CC(O)(c2ccccc2)c2ccccc2)CCCC1 | -2% | 2% | 5% | -3% | 0% | -7% | -4% | -13%[11.5 µM] | 1% | 3%
O=C(COC(=O)c1ccccn1)Nc1ccc2c(c1)OCCO2 | -6% | · | · | · | 3% | · | 12% | · | · | -20%
COc1ccc(C(=O)N/N=C/c2c(CO)cnc(C)c2O)cc1 | ? | 21µM* | ? | 1% | -10% | 8% | -1% | ? | 0% | -32%
CCNC(=O)c1cc(Br)ccc1Cl | · | 3% | 10% | 0% | 1% | 2% | 0% | -2% | 1% | 11%
COC(=O)c1[nH]c2ccc(F)cc2c1NC(=O)C1=COCCO1 | -3% | -2% | 3% | -5% | 0% | -6% | -3% | 2% | -3% | -24%

Reprinted at random: two entries already listed
SMILES | uPA generation | FLuc modulator | RORgamma inh | NPC1 prom act | ELG1 genotoxic | VP16 counter | p53 reactivation | MBNL1-CUG inh | Rab9 promoter act | BRCA1 expr up
O=C(COC(=O)c1ccccn1)Nc1ccc2c(c1)OCCO2 | -6% | · | · | · | 3% | · | 12% | · | · | -20%
N/C(=N\OC(=O)c1ccccc1F)c1cccc([N+](=O)[O-])c1 | 9% | 3.4µM* | 1% | 2.8µM* | ? | -8% | · | ? | 2.8µM* | ?

In another format: 5 of the compounds above.
SMILES,uPA generation,FLuc modulator,RORgamma inh,NPC1 prom act,ELG1 genotoxic,VP16 counter,p53 reactivation,MBNL1-CUG inh,Rab9 promoter act,BRCA1 expr up
Cc1occc1C(=O)Nc1ccccc1C(=O)O,-2%,27µM*,-2%[10 µM],12%,?,2%,16%,4%,16%,60%
Cc1cc(C)c2c(n1)SCC(=O)N2CC(=O)Nc1cc(F)ccc1F,7%,3%,22%,-1%,5%,5%,·,4%,0%,2%
COc1ccccc1Oc1coc2c(CN3CCN(C)CC3)c(O)ccc2c1=O,3%,2%,11%,-4%,0%,4%,2%,-1%,-4%,-16%
CCOC(=O)c1c(NC(=O)CSc2nnnn2-c2ccccc2)sc2c1CCC(C)C2 (stereo unspecified),-1%,-17%,16%,-5%,1%,-1%,-2%,-2%,-2%,-27%
N/C(=N\OC(=O)c1ccccc1F)c1cccc([N+](=O)[O-])c1,9%,3.4µM*,1%,2.8µM*,?,-8%,·,?,2.8µM*,?
